MEKK3 PB1 HTS: modulators (inhibitors or enhancers) of MEK5 binding to human MEKK3 PB1 domain; Q99759; bead-based flow cytometry, Alexa488-MEK5 binding to MEKK3; actives lie on both sides; 0 = blocked by unlabeled MEK5, 100 = vehicle; binding response (% of control), % at 10 µM; actives 1.4% (n = 290,000); AID 1529;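 active means binding response more than 3 SD above or below the average of its plate-row segment, actives on both sides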;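 further: Alexa488 bead fluorescence after subtracting the streptavidin-only scavenger bead signal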
GalR3 antag: blocks the human galanin receptor 3. O60755. HEK293 GalR3-CNG cAMP membrane potential fluorescence; galR3 body fused to GalR1 C-terminus. inhibition, % at 3 µM. actives 0.44% (n = 360,000). AID 651719;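 active means inhibition above the screen-wide average plus 3 SD, cut at about 13% in these data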;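 further: forskolin and galanin both at EC90 stimulate the cells; cAMP rise reported by CNG channel membrane potential dye signal; 0% = forskolin plus galanin with DMSO and 100% = forskolin alone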
CHRM4 PAM: CHRM4 positive allosteric modulation. P08173. activation, % at 3 µM. CHO-K1 hM4/Gqi5, Fluo-8 calcium fluorescence, ACh EC20; 0% = ACh EC20, 100% = maximal ACh. actives 0.4% (n = 360,000);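 active means activation above its plate's cutoff, the mean activation of sample wells plus 3 SD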; further: some results filed as inactive read as strong as hits
IDE act: boosts human insulin-degrading enzyme activity in HEK cells; activation, % at 5.96 µM; actives 0.073% (n = 340,000); FAbeta-B cleavage, fluorescence polarization; 0% vehicle, 100% cell-free pure enzyme wells; AID 493087; P14735;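 active means activation above the mean of all tested compounds plus 3 SD, set per screening campaign, cut at about 17% in these data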
Target sequence (P14735 whole entry, looked up): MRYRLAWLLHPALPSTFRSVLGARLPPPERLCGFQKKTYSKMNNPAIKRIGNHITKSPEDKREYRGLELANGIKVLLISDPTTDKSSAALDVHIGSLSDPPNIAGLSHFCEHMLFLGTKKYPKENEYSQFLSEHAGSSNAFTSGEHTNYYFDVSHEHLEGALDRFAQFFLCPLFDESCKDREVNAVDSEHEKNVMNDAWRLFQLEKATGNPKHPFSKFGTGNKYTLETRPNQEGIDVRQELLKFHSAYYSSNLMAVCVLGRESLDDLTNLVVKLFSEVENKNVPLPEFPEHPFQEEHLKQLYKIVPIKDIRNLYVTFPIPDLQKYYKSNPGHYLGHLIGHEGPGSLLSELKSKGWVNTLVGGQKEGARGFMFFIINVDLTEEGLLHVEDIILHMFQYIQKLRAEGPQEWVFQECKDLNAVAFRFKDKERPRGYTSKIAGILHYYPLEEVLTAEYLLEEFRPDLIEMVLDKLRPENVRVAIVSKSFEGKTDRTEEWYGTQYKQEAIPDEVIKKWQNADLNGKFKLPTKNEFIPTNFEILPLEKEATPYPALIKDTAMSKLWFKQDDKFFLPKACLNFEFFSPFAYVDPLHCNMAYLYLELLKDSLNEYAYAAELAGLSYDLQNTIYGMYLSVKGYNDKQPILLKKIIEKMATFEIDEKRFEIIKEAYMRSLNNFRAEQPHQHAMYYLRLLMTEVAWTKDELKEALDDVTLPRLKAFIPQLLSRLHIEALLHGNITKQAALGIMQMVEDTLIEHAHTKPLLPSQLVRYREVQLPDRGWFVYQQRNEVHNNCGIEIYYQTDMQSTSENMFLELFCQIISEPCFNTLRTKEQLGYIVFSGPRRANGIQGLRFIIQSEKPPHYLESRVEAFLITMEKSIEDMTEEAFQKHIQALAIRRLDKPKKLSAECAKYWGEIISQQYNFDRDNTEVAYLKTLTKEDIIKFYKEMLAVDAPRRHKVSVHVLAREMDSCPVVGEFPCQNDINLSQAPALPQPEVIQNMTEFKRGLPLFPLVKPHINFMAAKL
p-CIP stab down: compounds decreasing mouse p/CIP protein stability; Q05BA5; F442A p/CIP-EGFP cells, EGFP fluorescence, 16 h; decrease of EGFP signal, % at 10 µM; actives 0.01% (n = 290,000); AID 1984;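 active means EGFP signal decrease of at least 30% at 10 µM or well 3 SD below plate mean, unless failing retest; inactive means the rest, including hits failing retest or dose response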; further: some compounds called inactive have numbers as strong as hits; many of its hits are not listed in these tables
IDE inh: cellular human IDE inhibition; P14735; actives 0.41% (n = 320,000); AID 434962; inhibition, % at 5.59 µM; HEK cells, FAbetaB cleavage, fluorescence polarization;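 active means percent inhibition above the average of all tested compounds plus 3 SD, set per screening campaign, cut at about 16% in these data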;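 further: IDE supplied by intact live HEK cells; FP after avidin binding of uncleaved biotin substrate so inhibition keeps polarization high; 0% = DMSO wells and 100% = 60 µM reference IDE inhibitor Ii1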
CRFBP-R2 block: antagonists of CRF-binding protein/CRF-R2 receptor complex; HEK293 CRF-R2/CRF-BP, CRF-induced calcium fluorescence; inhibition, % at 11.8 µM; actives 0.59% (n = 350,000); AID 588475;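 active means inhibition of the ligand-induced calcium signal above about 50% at the single tested concentration, limit read from the data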
CRFR2-BP ag: agonists of human CRF-binding protein/CRF-R2 receptor complex | HEK293 CRF-R2/CRF-BP, calcium dye fluorescence (FLIPR); percent of saturating CRF peptide response | activation, % at 13.2 µM | actives 0.46% (n = 350,000) | AID 588473;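 active means activation of at least 50%, plus an integration ratio under a set limit after plate pattern correction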;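 further: plate controls were neutral control wells without compound for no effect and CRF at EC100 for full effect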
PHOSPHO1 inh: PHOSPHO1 (human) inhibition; recombinant PHOSPHO1, absorbance phosphatase assay; inhibition, % at 13.3 µM; actives 1.1% (n = 290,000); AID 1565; in the data active means inhibition above about 60%
* marks the source's active call; other numbers are inactive results; nt = not tested or not shown.

p-CIP stab down | PHOSPHO1 inh | CRFR2-BP ag | IDE inh | CRFBP-R2 block | MEKK3 PB1 HTS | CHRM4 PAM | IDE act | GalR3 antag | SMILES
8 | 22 | 1.0 | 13 | -11 | 107 | 5 | 2 | -6 | CC(C)C(=O)N1CCC2(CC1)Oc1ccc(Cl)cc1C(=O)C21CC(c2cccnc2)=NO1 (stereo unspecified)
-16 | -26 | 3.2 | -1 | -14 | 100 | -2 | -10 | -3 | Cc1nnc(SCC2=C(C(=O)O)N3C(=O)C(NC(=O)Cn4cnnn4)C3SC2)s1 (stereo unspecified)
-8 | -7 | -0.4 | 7 | 11 | 152* | 6 | -5 | -5 | CCOC(=O)C(NC(=O)Nc1ccc(Cl)cn1)(Oc1ccc(F)cc1)C(F)(F)F (stereo unspecified)
-11 | -10 | 0.9 | 0 | -7 | 104 | -3 | 4 | -5 | COc1ccc(N2C(=O)c3ccccc3NC23CCCCC3)cc1
-5 | 2 | 1.2 | 3 | -1 | 74 | -2 | 0 | -8 | Cc1nnc(Sc2cc(C(=O)NCCCOC(C)C)c3ccccc3n2)s1
2 | 8 | 0.1 | -5 | -5 | nt | -4 | 8 | -2 | O=C(COC(=O)c1cccc(S(=O)(=O)NCc2ccccc2)c1)Nc1ccccc1OC(F)F
0 | -2 | -0.2 | 4 | 0 | 100 | 15 | -4 | -4 | COC(=O)c1ccc2[nH]ccc2c1
-11 | 10 | -1.4 | 0 | -2 | 103 | 7 | 1 | nt | Cc1ccc(C(=O)NCCc2ccccc2)cc1N1CCCC1=O
7 | -25 | -1.8 | -6 | 27 | 101 | -4 | 8 | 1 | CC(C)c1ccc(S(=O)(=O)N2CCN(C(=O)c3ccco3)CC2)cc1
-4 | 25 | -2.8 | 2 | -9 | 107 | 0 | 5 | 0 | COc1ccc(OC)c(NC(=O)C(CC(=O)O)NCc2ccco2)c1 (stereo unspecified)
-4 | 33 | 0.7 | -3 | 5 | 97 | -4 | 7 | -1 | O=S1(=O)N=C(Nc2ccc(S(=O)(=O)N3CCCCC3)cc2)c2ccccc21
-7 | 6 | -0.4 | -1 | 3 | 105 | -2 | 0 | -6 | COc1ccc(NC(=O)NNC(=O)CCC(=O)Nc2ccccc2Cl)cc1
nt | nt | 0.7 | -4 | -6 | nt | 15 | -2 | 6 | COc1cccc(-c2nc(N3CCCCC3)c3ccccc3n2)c1O
-16 | -6 | 0.2 | -3 | 6 | 96 | 0 | -1 | -8 | Cc1ccc(C(=O)N/C(=C/c2ccco2)C(=O)NCc2ccco2)cc1
-20 | 14 | -2.5 | 1 | 10 | 104 | -4 | -2 | 0 | O=C(CNC(=O)c1ccc(Br)o1)NCc1ccc(F)cc1
-11 | 50 | -0.3 | 5 | 17 | nt | 1 | 8 | -3 | CCc1ccc(CN(C)Cc2nc(COc3ccccc3)no2)nc1
-11 | 33 | -1.3 | 5 | 1 | 102 | 2 | 1 | 0 | CN(CC(=O)Nc1ccccc1Cl)C(=O)COC(=O)c1cnccn1
-6 | -5 | 1.8 | 5 | -3 | 108 | 10 | -1 | -2 | COC(=O)CC1=C(C(=O)OC)C(c2cccs2)C(C#N)=C(N)O1 (stereo unspecified)
nt | nt | 0.1 | 2 | -33 | 106 | -2 | 6 | -4 | Cc1ccc(NC(=O)COc2ccccc2)c(NC(=O)c2ccccc2C)c1
-3 | nt | -3.1 | 1 | -19 | 100 | -1 | -1 | -10 | O=S1(=O)N=C(N(CCO)/N=C/c2ccc(Cl)cc2)c2ccccc21
-4 | -10 | 0.6 | 3 | -3 | 96 | -6 | 4 | -3 | COc1ccc(CNC(=O)CSc2nnnn2-c2ccc(O)cc2)cc1
0 | 8 | 2.0 | 0 | 2 | 106 | -2 | 10 | -2 | Cc1ccccc1-c1cccc(CN2CCN(C)C(CCO)C2)c1 (stereo unspecified)
nt | nt | 0.4 | nt | 37 | nt | 0 | nt | -8 | CNC[C@H]1OCCCC[C@H](C)Oc2ccc(NC(=O)CCCN(C)C)cc2C(=O)N([C@H](C)CO)C[C@@H]1C
0 | 22 | 0.3 | 3 | 8 | 103 | 1 | -1 | -8 | COC(=O)c1ccc(NC(=O)CN2CCN(CC#N)CC2)cc1
3 | 15 | 0.7 | 3 | 7 | 100 | -5 | 4 | -7 | O=S(=O)(NC1CCCCC1N1CCC(O)CC1)c1ccc(Cl)cc1 (stereo unspecified)
-2 | 104* | 1.1 | 0 | 14 | 111 | -1 | 2 | 0 | O=[N+]([O-])c1ccccc1/C=C/C=N/n1c(-c2ccc(Cl)cc2)n[nH]c1=S
-1 | 19 | 1.3 | nt | -7 | 103 | -2 | 9 | -7 | O=C(O)c1cccc(N2C(=O)c3cccc4cccc(c34)C2=O)c1
-1 | 36 | -1.2 | 9 | 2 | 104 | 4 | 9 | 5 | COc1cc2[nH]c(=O)n(CCC(=O)NCCCN3CCN(c4ccccc4F)CC3)c(=O)c2cc1OC
-3 | 63* | -1.0 | 5 | -18 | 106 | 4 | -7 | 57* | Cc1cc(=O)[nH]c2ccc(S(=O)(=O)NCc3ccccc3)cc12
-9 | 18 | 0.2 | 1 | 14 | 108 | 7 | 1 | -10 | COc1cccc(CNc2nnnn2C)c1OC
-4 | 15 | 0.6 | 3 | -15 | 72 | 14 | 1 | 0 | CCn1cc(C(C)(C)C)c(C#N)c1NC(C)=O
-5 | 6 | -0.1 | 3 | 16 | nt | 6 | -2 | -3 | Cc1c(C(=O)NCc2ccoc2)oc2ccc3c(c12)C(=O)CC(C)(C)O3
5 | -2 | -1.4 | 5 | -6 | 101 | 10 | 0 | -2 | Cc1ccccc1Nc1cc(=O)oc2ccccc12
nt | nt | -0.7 | 5 | 4 | nt | 6 | 0 | -7 | COc1ccccc1NC(=O)CSc1nc(=O)n(CCN(C)C)c2c1CCCC2
-9 | 30 | 7.3 | -6 | -16 | 99 | -10 | 4 | -6 | O=C(OCC#CCSc1nnc(-c2cccc3ccccc23)o1)c1ccco1
-27 | 40 | -0.3 | 7 | -10 | 101 | 2 | 8 | -2 | Cc1cc(NC(=O)CN2CCC(C)CC2)no1
nt | nt | 8.2 | nt | 14 | nt | 0 | nt | -8 | CCCCCCNC(=O)O[C@H]1Cn2c(=O)n(CCCCCC)c(=O)n2[C@@H]2CN(S(=O)(=O)c3ccc(C)cc3)C[C@]12O
3 | -12 | 0.3 | 7 | 5 | 99 | 0 | 2 | 1 | CN(C)C(=O)CN1C(=O)NC2(CCc3ccccc32)C1=O (stereo unspecified)
-16 | -4 | 39 | 9 | -17 | 81 | 0 | -2 | -3 | COc1ccc2nc(/C(C#N)=C\c3ccc(C(=O)O)cc3)[nH]c2c1
-9 | 6 | 0.2 | 2 | 39 | 94 | 0 | -1 | -6 | Cc1nc(N2CCC(C(N)=O)CC2)c2nnn(Cc3ccccc3)c2n1
3 | -10 | -1.1 | 3 | -4 | 109 | -3 | 1 | -5 | O=[N+]([O-])c1ccc(Cl)cc1NCCCN1CCOCC1
-2 | 12 | -2.1 | -2 | 11 | 100 | 3 | 6 | -6 | CCC(=O)N1CCN(c2ccc(NC(=O)c3c(F)c(F)c(OC)c(F)c3F)cc2)CC1
17 | 44 | -0.5 | 2 | -7 | 102 | 5 | 1 | -7 | Cc1ccccc1NC(=O)c1ccc(OCC(=O)Nc2ccccc2F)cc1
4 | 16 | -0.8 | 1 | 8 | 103 | 1 | 6 | -4 | C[n+]1c(/C=C/c2ccc3c(c2)OCO3)ccc2ccccc21
-4 | 23 | -1.5 | nt | -3 | 105 | -1 | 5 | 2 | CCc1nccn1CCC(=O)N1CCCC(N2CCN(c3cccc(Cl)c3)CC2)C1 (stereo unspecified)
8 | -17 | 0.5 | -3 | 22 | 106 | -1 | -7 | -3 | O=C(CSc1c2c(nc3ccccc13)CCC2)N1CCCC1
-8 | 37 | 3.2 | 5 | -15 | 101 | 24 | -1 | -3 | CCCCc1ccc(NC(=O)N[C@@H](C)C(=O)O)cc1
nt | nt | -1.5 | nt | -6 | nt | 3 | 6 | 7 | COc1ccccc1NC(=O)CN1CCN(CC(=O)Nc2ccccc2F)CC1
-10 | 34 | 0.3 | 4 | 4 | 105 | -8 | 0 | -6 | O=C(Nc1cc(S(=O)(=O)Nc2ccccc2Cl)ccc1O)c1sc2cc(Cl)ccc2c1Cl
-9 | 6 | 1.1 | 1 | -17 | 106 | 4 | 3 | -2 | COc1ccc(C(C(=O)Nc2ccc(C(C)C)cc2)N(C)C(=O)CNC(C)=O)cc1 (stereo unspecified)
-14 | -4 | -2.0 | -6 | 32 | 104 | -1 | 8 | 0 | O=C(NCCN1CCOCC1)c1cn(CCc2ccccc2)nn1
-13 | 44 | -0.3 | 6 | 3 | 102 | 2 | 0 | 0 | COc1cccc(/C=N/n2c(-c3cccs3)n[nH]c2=S)c1
-6 | 18 | 1.7 | 2 | -5 | 105 | -6 | -8 | 4 | COc1ccccc1NC(=O)c1ccc(NC(=O)c2cc3c(s2)CCC3)cc1
-19 | 32 | 4.6 | nt | -14 | 104 | -12 | nt | -2 | CC(C)N(CC#CCC(O)(c1ccccc1)c1ccccc1)CCO
-13 | 47 | -1.3 | -2 | 8 | 100 | 4 | 5 | -6 | CC1CCN(S(=O)(=O)c2ccc3c(c2)N(CC(=O)NCCCOC(C)C)C(=O)CS3)CC1
-5 | -3 | -2.7 | 4 | -6 | 100 | -6 | 4 | -7 | COc1ccccc1N1C(=O)C2C3CC(c4ccccc4)C(C3)C2C1=O (stereo unspecified)
-13 | 36 | -0.5 | -6 | 0 | 100 | 2 | -5 | -8 | O=C(CNS(=O)(=O)Cc1ccccc1)NCc1ccccc1
5 | 21 | -5.8 | 8 | 2 | 102 | -4 | 2 | -5 | COc1ccc(OCc2cc(C(=O)NCC3(C)COC3)no2)c(Cl)c1
-16 | -6 | 0.7 | 1 | 1 | 81 | 1 | 8 | 4 | CCOC(=O)c1cnc2nc[nH]n2c1=O
-10 | 25 | 0.3 | 4 | 1 | 100 | -5 | -2 | -5 | Cc1ccc(Cn2nnc3c(=O)[nH]c(C(=O)NCc4ccco4)nc32)cc1

Continued, overlapping the part above by two compounds.
p-CIP stab down | PHOSPHO1 inh | CRFR2-BP ag | IDE inh | CRFBP-R2 block | MEKK3 PB1 HTS | CHRM4 PAM | IDE act | GalR3 antag | SMILES
-16 | -6 | 0.7 | 1 | 1 | 81 | 1 | 8 | 4 | CCOC(=O)c1cnc2nc[nH]n2c1=O
-10 | 25 | 0.3 | 4 | 1 | 100 | -5 | -2 | -5 | Cc1ccc(Cn2nnc3c(=O)[nH]c(C(=O)NCc4ccco4)nc32)cc1
-11 | 11 | -0.8 | -7 | -6 | 116 | 2 | 2 | -2 | CCCC(=O)Nc1ccc(NC(=O)Cc2ccccc2)cn1
-25 | 5 | nt | 8 | nt | 101 | nt | nt | 0 | Cc1cc(C)c(NS(=O)(=O)c2ccc(NC(=O)/C=C/C(=O)O)cc2)c(C)c1
-19 | -38 | -3.1 | 9 | 11 | 103 | 0 | 9 | -2 | Cc1cc(NC(=O)c2ccc(F)cc2)n(CCOC(=O)c2ccc(F)cc2)n1
-4 | -3 | -0.8 | 6 | -20 | 102 | 15 | 2 | 0 | CC(C)NC(=O)NC(=O)COC(=O)c1ccccc1Oc1ccccc1

Compound activity from PubChem.

The order is random (roughly 4.2% active in at least one column).
